APJ antagonist: antagonists of human APJ apelin receptor; inhibition, % at 20 µM; AID 2521; P35414; CHO-K1 APJ beta-arrestin complementation, luminescence; actives 0.32% (n = 330,000);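 active = inhibition above about 40% at 20 µM, limit read from the data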;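 note: cells challenged with 10 nM apelin-13 agonist together with compound; plate controls were apelin-13 plus DMSO wells for no effect and DMSO wells lacking apelin-13 for full effect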
Target sequence (P35414 whole entry, looked up): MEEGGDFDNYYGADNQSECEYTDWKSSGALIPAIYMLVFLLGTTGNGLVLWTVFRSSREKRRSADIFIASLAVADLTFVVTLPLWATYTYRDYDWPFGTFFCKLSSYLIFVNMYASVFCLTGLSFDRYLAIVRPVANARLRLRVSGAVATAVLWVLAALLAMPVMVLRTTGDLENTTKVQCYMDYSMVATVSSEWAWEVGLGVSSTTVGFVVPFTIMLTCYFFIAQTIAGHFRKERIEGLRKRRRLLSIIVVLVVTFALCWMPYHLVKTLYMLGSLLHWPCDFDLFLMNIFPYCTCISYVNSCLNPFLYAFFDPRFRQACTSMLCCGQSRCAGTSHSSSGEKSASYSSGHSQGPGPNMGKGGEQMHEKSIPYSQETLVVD
Mdm2 MdmX PPI: human Mdm2/MdmX binding inhibition; inhibition, % at 8 µM; SaOS-2 split-luciferase Mdm2/MdmX complementation, luminescence; actives 3% (n = 330,000); O15151+Q00987;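 active = inhibition of at least 50% at 8 µM in the primary screen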
CXCR6 inh: blocks human CXCR6 beta-arrestin recruitment. O00574. CHO-K1 PathHunter CXCR6 beta-arrestin, luminescence. inhibition, % at 20 µM. actives 0.36% (n = 360,000). AID 602244; in the data active = inhibition above about 34%, passing the limit was not always enough;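 note: antagonist mode with CXCL16 agonist at 10 nM final; 0% = 10 nM CXCL16 with DMSO and 100% = unstimulated wells without agonist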
Target sequence (O00574 whole entry, looked up): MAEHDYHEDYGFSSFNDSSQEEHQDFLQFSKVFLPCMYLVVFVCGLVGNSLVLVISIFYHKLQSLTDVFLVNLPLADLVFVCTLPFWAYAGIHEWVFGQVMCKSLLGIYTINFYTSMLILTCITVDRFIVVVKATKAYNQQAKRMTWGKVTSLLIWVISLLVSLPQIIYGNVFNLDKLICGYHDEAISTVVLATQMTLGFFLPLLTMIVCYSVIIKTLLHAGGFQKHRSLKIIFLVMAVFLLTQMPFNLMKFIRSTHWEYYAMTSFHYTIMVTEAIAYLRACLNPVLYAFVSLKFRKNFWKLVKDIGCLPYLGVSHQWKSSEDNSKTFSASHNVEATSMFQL
XBP1 UPR activ: adaptive UPR (XBP1) activation. CHO-XBP1 luciferase reporter, IRE1-XBP1 UPR activation, luminescence; percent of tunicamycin response, DMSO as zero. activation, % at 20 µM. actives 0.33% (n = 330,000). AID 463104;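 active = versus positive control, 20 µM dose yields 30% or more activation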;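 note: 100% = tunicamycin at 10 µg/mL and 0% = DMSO only wells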
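Material: CHO-XBP1 cells stably carrying IRE1-XBP1-driven luciferase reporter | Medium: F12 with 10% serum | Compound dosing: 20 µM single concentration, DMSO 1% | Incubation: Overnight seeding at 37 °C, 6 h compound treatment at 37 °C | Detection: Steady-Glo luminescence read | Read-out basis: % activation of reporter signal versus tunicamycin and DMSO controls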
CHOP UPR activ: activators of apoptotic arm of unfolded protein response (CHOP); CHO-CHOP luciferase reporter, UPR activation, luminescence; percent of tunicamycin response over DMSO baseline; activation, % at 10 µM; actives 0.34% (n = 330,000);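 active = at 10 µM dose, activation of 40% or more, normalized to positive control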;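 note: 100% = tunicamycin at 10 µg/mL and 0% = DMSO alone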
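Evaluation: % reporter activation, DMSO baseline versus tunicamycin full activation; System: CHO-CHOP luciferase reporter cell line; Input: 500 cells/well; Incubation: 6 h compound treatment, 37 °C; Measured by: Steady-Glo luciferase luminescence; Dosing: one dose, 10 µM in 0.5% DMSO; Buffer or medium: F12 medium, 10% FBS; Benchmarks: positive tunicamycin 10 µg/mL, negative DMSO alone.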
tim10-1 inh: inhibits growth of tim10-1 mutant yeast; S. cerevisiae tim10-1 ts strain growth, BacTiter-Glo, 24 h; AID 463190; actives 2.2% (n = 330,000); inhibition, % at 20 µM;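 active = inhibition of at least 40%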;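 note: mutant grown at 25 °C; 0% = DMSO wells with yeast and 100% = wells holding no yeast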
tim23-1 inh: tim23-1 yeast growth inhibition. S. cerevisiae tim23-1 growth, BacTiter-Glo luminescence, 24 h. inhibition, % at 20 µM. actives 1.3% (n = 330,000). AID 463212;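 active = growth inhibition of the mutant yeast at or above 50%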;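 note: temperature-sensitive mutant grown at 25 °C; plate controls were DMSO-treated mutant yeast for no effect and medium wells lacking yeast for full effect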
TIM10 inh: inhibits growth of TIM10 yeast strain | S. cerevisiae TIM10 strain growth, BacTiter-Glo luminescence, 24 h | inhibition, % at 10 µM | actives 1.4% (n = 330,000);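 active = inhibition of 40% or more at the single tested concentration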;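 note: wild-type TIM10 isogenic control strain grown at permissive 25 °C; 0% = DMSO yeast wells and 100% = minimal medium wells without yeast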
APJ ag: APJ receptor agonism. actives 0.11% (n = 330,000). CHO-K1 APJ PathHunter beta-arrestin, luminescence; 0% DMSO wells, 100% apelin. activation, % at 20 µM. P35414;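 active = activation more than six SD over the plate average, tested at 20 µM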;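 note: 0% = DMSO alone and 100% = apelin-13 at 10 nM; some results filed as inactive read as strong as hits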
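Assay system: CHO-K1 APJ beta-arrestin complementation cell line / Compound: single test compound dose, 20 µM final, 1% DMSO / Times: overnight seeding, 90 min compound at 25 °C, 1 h detection / Technique: beta-gal luminescence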
Active calls of the source: *; . = not tested or not shown; & = joins results of further samples. An excerpt; count on the stated rates, not on these rows.

SMILES | APJ antagonist | Mdm2 MdmX PPI | CXCR6 inh | XBP1 UPR activ | CHOP UPR activ | tim10-1 inh | tim23-1 inh | TIM10 inh | APJ ag
Cc1ccccc1-c1nsc(SCC(=O)Nc2ccc3c(c2)OCO3)n1 | -6 | 7 | -11 | 2 | 0.5 | -8 | -10 | -9 | -3
COc1cc(C(=O)OCc2cccc(OC)c2OC)ccc1OCC(=O)N1CCOCC1 | 28 | 11 | -1 | 1 | 2.5 | 9 | 14 | 14 | -3
Cc1ccc2c(c1)N(CCC(=O)NCc1cccs1)C(=O)C(C)O2 (stereo unspecified) | 7 | 8 | -8 | -2 | 0.6 | 19 | 14 | 0 | -7
CN(C)C(=O)N1CCC(C(=O)NC2CCCCCCC2)CC1 | 17 | -5 | -3 | 0 | 1.5 | 14 | 13 | 16 | 0
COc1cc(C(=O)NC(=S)Nc2ccc3[nH]c(=O)[nH]c3c2)cc(OC)c1OC | 19 | 19 | 0 | 1 | 3.2 | -9 | -19 | -16 | -1
O=C(O)CCCC(=O)Nc1ccc(Br)cc1 | 2 | -14 | 0 | 0 | -1.0 | 16 | -6 | -3 | -2
COC(=O)c1ccc(NC(=O)Nc2ccccc2C)cc1 | 2 | -46 | -3 | -1 | 3.9 | 21 | 20 | -14 | 1
C=CCn1c(SCC(=O)NCCc2ccccc2)nnc1C1CC1 | -59 | -4 | 1 | 2 | -1.1 | 2 | 13 | 0 | -2
CC(NC(=O)C1CC1)c1ccc(-c2ccccc2)cc1 (stereo unspecified) | -14 | 2 | -4 | -3 | -0.1 | 16 | 15 | 8 | 0
c1ccc(N=P(N2CCOCC2)(N2CCOCC2)N2CCOCC2)cc1 | -7 | 6 | -4 | -4 | -1.6 | -4 | -3 | -5 | -2
COc1cc2nc(N3CCN(C(=O)C4CCCO4)CC3)nc(N)c2cc1OC (stereo unspecified) | 14&5 | -23&4 | 1&-1 | -6&-6 | 0.9&-0.4 | -4&-30 | 3&-6 | 1&0 | 0&-4
CCN(CC)c1ccc(/C=c2\sc3nc4ccccc4n3c2=O)c(O)c1 | -9 | 33 | -19 | 1 | 1.6 | 28 | 17 | 34 | 2
Cc1ccc(S(=O)(=O)NC(C(=O)N2CCOCCOCCOCC2)c2ccccc2)cc1 (stereo unspecified) | -6 | -3 | -2 | -2 | -0.5 | 22 | 18 | 14 | -2
CCOc1ccccc1NC(=O)CCS(=O)(=O)c1cccc2nsnc12 | -4 | 22 | 0 | 3 | -1.3 | -2 | 7 | 7 | -1
O=C(CNC(=O)c1cccc(Br)c1)N/N=C/c1ccc[nH]1 | 3 | 28 | -4 | 3 | 0.9 | -18 | -11 | -4 | -3

Five of the entries above in order of the TIM10 inh value, highest first.
smiles	TIM10 inh
CN(C)C(=O)N1CCC(C(=O)NC2CCCCCCC2)CC1	16
COc1cc(C(=O)OCc2cccc(OC)c2OC)ccc1OCC(=O)N1CCOCC1	14
O=C(O)CCCC(=O)Nc1ccc(Br)cc1	-3
O=C(CNC(=O)c1cccc(Br)c1)N/N=C/c1ccc[nH]1	-4
c1ccc(N=P(N2CCOCC2)(N2CCOCC2)N2CCOCC2)cc1	-5

Back to the main list with the three entries that preceded the break.
SMILES | APJ antagonist | Mdm2 MdmX PPI | CXCR6 inh | XBP1 UPR activ | CHOP UPR activ | tim10-1 inh | tim23-1 inh | TIM10 inh | APJ ag
Cc1ccc(S(=O)(=O)NC(C(=O)N2CCOCCOCCOCC2)c2ccccc2)cc1 (stereo unspecified) | -6 | -3 | -2 | -2 | -0.5 | 22 | 18 | 14 | -2
CCOc1ccccc1NC(=O)CCS(=O)(=O)c1cccc2nsnc12 | -4 | 22 | 0 | 3 | -1.3 | -2 | 7 | 7 | -1
O=C(CNC(=O)c1cccc(Br)c1)N/N=C/c1ccc[nH]1 | 3 | 28 | -4 | 3 | 0.9 | -18 | -11 | -4 | -3
Cc1ccc(CNC(=O)Cn2c(=O)c3sccc3n(Cc3ccc([N+](=O)[O-])cc3)c2=O)cc1 | 5 | 1 | 8 | 0 | 2.3 | 17 | 1 | 6 | -3
COc1ccc(CNc2nc(NCc3ccc(OC)cc3)n(S(C)(=O)=O)n2)cc1 | -27 | 4 | 2 | -2 | 2.6 | 22 | 34 | 25 | 1
O=C(NC(=S)Nc1ccccc1N1CCCC1)c1cccs1 | 2 | 25 | 10 | 0 | -1.5 | 34 | 35 | 0 | -9
O=C(COC(=O)/C=C/C(=O)N1CCN(c2ccccc2)CC1)NCc1ccc(F)cc1 | -17 | -13 | 1 | -5 | -2.5 | 0 | 34 | 3 | 5
CS(=O)(=O)c1ccc(NS(=O)(=O)c2ccc3ccccc3c2)cc1 | 12 | 23 | -4 | -5 | -0.9 | 2 | -1 | 8 | -2
COc1ccc(NC(=O)N2CCCC(C(=O)NCc3ccccc3F)C2)cc1 (stereo unspecified) | -2 | 13 | -11 | -3 | -0.8 | 0 | 8 | -11 | 0
O=C(NC1CCCC1)C(c1cccnc1)N(C(=O)c1csnn1)c1ccc(F)cc1 (stereo unspecified) | -8 | 4 | 11 | -3 | -3.0 | 2 | 8 | -8 | -3
COc1ccc(OC)c(NC(=O)COC(=O)CSc2ccc(Cl)cc2)c1 | 9 | 10 | -1 | -2 | 2.0 | 3 | 4 | 10 | -4
O=C(NCCC1=CCCCC1)C(=O)NCC1OCCCN1S(=O)(=O)c1ccccc1 (stereo unspecified) | -2 | 3 | -1 | -1 | -0.9 | 13 | 13 | 6 | -3
COc1ccc2cc(CCNC(=O)C(C)C)c(=O)[nH]c2c1 | 9 | 13 | -11 | -2 | -0.6 | 2 | 8 | -19 | -4
CCCCNc1nc2ccccc2[nH]1 | -8 | -17 | -1 | -3 | 0.5 | 4 | 11 | -4 | 0
CN(C)c1ccc(C(=O)OCC(=O)NC2CCCCCC2)cc1 | 11 | -32 | -4 | 0 | 0.6 | 10 | 4 | -8 | -1
CCCC[C@H]1COCCS(=O)(=O)N1Cc1ccccc1F | -5 | 11 | -7 | 3 | -1.9 | 22 | -8 | -12 | 7
Cc1c(NC(=O)C(C)OC(=O)c2cc(Cl)nc(Cl)c2)c(=O)n(-c2ccccc2)n1C (stereo unspecified) | -14 | 17 | 0 | -1 | 0.6 | 7 | 8 | -7 | 3
CCN1CCN(CC(O)COc2ccc(C(C)=O)cc2)CC1 (stereo unspecified) | 14 | 37 | -8 | -3 | 2.5 | 5 | 8 | 4 | -1

No new results follow: an excerpt of the list.
SMILES | APJ antagonist | Mdm2 MdmX PPI | CXCR6 inh | XBP1 UPR activ | CHOP UPR activ | tim10-1 inh | tim23-1 inh | TIM10 inh | APJ ag
Cc1c(NC(=O)C(C)OC(=O)c2cc(Cl)nc(Cl)c2)c(=O)n(-c2ccccc2)n1C (stereo unspecified) | -14 | 17 | 0 | -1 | 0.6 | 7 | 8 | -7 | 3
CCN1CCN(CC(O)COc2ccc(C(C)=O)cc2)CC1 (stereo unspecified) | 14 | 37 | -8 | -3 | 2.5 | 5 | 8 | 4 | -1

Remaining list, next part:
SMILES | APJ antagonist | Mdm2 MdmX PPI | CXCR6 inh | XBP1 UPR activ | CHOP UPR activ | tim10-1 inh | tim23-1 inh | TIM10 inh | APJ ag
COc1cc(/C=C/C(=O)NNC(=O)c2cccc(S(=O)(=O)N(C)C)c2)cc(OC)c1OC | 4 | 18 | 0 | 1 | -1.8 | -1 | -9 | 1 | -2
CCc1nn(CC(=O)NCCN2CCN(C)CC2)c(=O)c2cc3occc3n12 | -11 | 17 | 10 | 0 | 2.6 | -14 | -3 | -7 | -4
Cc1ccc(Cn2c(CN(C)Cc3ccccc3)nc3c2c(=O)n(C)c(=O)n3C)cc1 | 10 | -3 | 0 | 1 | -3.4 | 31 | 40 | 21 | 0
COc1ccc(Cl)cc1NC(=O)/C=C/C(=O)O | -3 | 2 | 6 | 0 | -1.4 | 4 | 15 | -8 | 0
CC(=O)c1sc(NC(=O)CN2C(=O)NC3(CCCC3)C2=O)nc1-c1ccccc1 | 17 | 11 | 3 | -2 | 0.4 | -17 | -7 | 2 | 10
O=C(Cc1cccs1)NCc1cccnc1 | -25 | 9 | 7 | 0 | 4.2 | -4 | 13 | 3 | -23
COC(=O)CS(=O)(=O)c1ccc(C)cc1 | 15 | -2 | -8 | -1 | 0.4 | 14 | 21 | 11 | 0
Cc1ccc(CNS(=O)(=O)c2c(C)[nH]c(C)c2C(=O)N2CCCC2)cc1 | 6 | 5 | -5 | -3 | -0.6 | -4 | -8 | 5 | -2
COc1ccc(C(c2c(O)nc(SC)n(C)c2=O)c2c(O)nc(SC)n(C)c2=O)cc1O | 2 | 3 | -2 | 2 | 3.3 | -3 | 12 | 8 | -1
CN(Cc1ccccc1F)c1ncnc2sccc12 | 12 | 18 | 10 | -1 | 2.7 | -9 | 20 | 17 | -4
O=c1cc(O)c(-c2ccccc2)c(Cl)[nH]1 | 15 | -2 | -6 | -4 | -1.2 | 5 | 7 | 16 | 4
COC(=O)CSc1nnc(CNC(=O)c2cc(OC)c(OC)c(OC)c2)n1C | 4 | 17 | -5 | 1 | 2.6 | 11 | -5 | -3 | -1
c1ccc(CNc2nc(NCc3ccccc3)c3ccccc3n2)cc1 | -17 | 100* | -2 | 59* | 24 | 62* | -67 | -37 | 28*
CCn1c(N2CCN(C(=O)Nc3ccc(F)cc3)CC2)nc2ccccc21 | -11 | -23 | 1 | 0 | 2.8 | 14 | 15 | 28 | 3
O=C(COc1cccc2c1CCNC2=O)Nc1cccc(F)c1 | -11 | 20 | 14 | -1 | -0.6 | 19 | -3 | 15 | -5
CCCS(=O)(=O)Nc1cccc(-c2ccc3nnc(C)n3n2)c1 | -11 | 8 | 5 | 1 | 4.7 | 0 | 9 | 7 | -3
CC(NC(=O)COC(=O)C1CCCCC1)c1ccccc1 (stereo unspecified) | 8 | -1 | 2 | -4 | 1.4 | 0 | 13 | -5 | -2
O=C(Nc1ccccc1O)c1cc(S(=O)(=O)N2CCOCC2)c(Cl)cc1Cl | -2 | 22 | -3 | -3 | 2.6 | 32 | 26 | 17 | 3
Cc1ccc(C(=O)CSc2nnc(-c3cccnc3)n2N)cc1 | 2 | 18 | 3 | 0 | -0.5 | 17 | 0 | -5 | -5
CCn1c(SCC(=O)N/N=C/C=C/c2ccccc2[N+](=O)[O-])nnc1-c1ccc(Cl)cc1 | 11 | 4 | . | -2 | -1.1 | 3 | 13 | 11 | -4
O=C(O)CN1C(=O)C(=O)N(Cc2c(F)cccc2Cl)C1=O | -21 | -9 | -8 | 2 | -0.4 | 24 | 18 | -3 | 1
O=C(Nc1ccccc1)c1ccccc1OCc1ccc(F)cc1 | 12 | -22 | 2 | -5 | 0.0 | 6 | 18 | 5 | -2

Some entries already given, reduced to CXCR6 inh, tim10-1 inh and CHOP UPR activ.
canonical_smiles	CXCR6 inh	tim10-1 inh	CHOP UPR activ
COc1ccc(CNc2nc(NCc3ccc(OC)cc3)n(S(C)(=O)=O)n2)cc1	2	22	2.6
O=C(NC(=S)Nc1ccccc1N1CCCC1)c1cccs1	10	34	-1.5

High-throughput results from PubChem BioAssay.
